From PubChem BioAssay
USP2a block: blocks human ubiquitin-specific protease USP2a. O75604. USP2 core, Ub-CHOP2 coupled fluorogenic reporter, 485/531. Potency, µM (top dose mostly 38.3 µM), for the others: top-dose activity change, negative = inhibition, actives largely listed as inhibitors. hit rate 0.01% among 330,000;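 further: potency means the concentration at half of the fitted maximal effect; plate controls were DMSO wells for no effect and full inhibition by NEM control for full effect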
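Cell-free coupled assay: 10nM USP2 core preincubated 30min RT with compound in Tris-HCl pH 8.0/CaCl2/CHAPS buffer, then 25nM Ub-CHOP2 and 25nM reporter substrate; fluorescence (Ex 485/Em 531) read after 60min RT, normalized to NEM inhibition, concentration-response curves fitted.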
KCNH2 WT inh: inhibitors of human wildtype KCNH2 potassium channel | Q12809 | U2OS, BacMam KCNH2, thallium flux FluxOr; active compounds read low | activity change, % at 1.84 µM | hit rate 0.37% among 340,000 | AID 720551;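 active means maximum activity change below -70%; inconclusive means maximum activity change between -70% and -50%; inactive means maximum activity change above -50%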; further: on the % scale 0 is the no-effect control and ±100 the full control effect
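U2OS cells transduced with wild-type KCNH2 virus are loaded with FluxOr dye for 45 min, and thallium flux is measured in kinetic reads before and after stimulation buffer. Rate constants are normalized to DMSO controls.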
ELG1 repair inh: ELG1-dependent DNA repair inhibition; HEK293T ELG1-luciferase reporter, luminescence, 16 h; DNA damage induced by 5-fluorouridine; Potency, µM (highest dose often 46.1 µM), for the others: at the highest dose activity change, negative = inhibition, usual class: inhibitors; hit rate 2.3% among 330,000; further: potency means the concentration at half of the fitted maximal effect; on the % scale 0 is the no-effect control and ±100 the full control effect; nearly all actives have a fitted effect of over 55% in size
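In this reporter screen, reduction of luminescence relative to DMSO vehicle indicated activity. Compounds and 5-fluorouridine were added together to 2,000 cells per well, incubated for 16 hr at 37 °C, then developed with ONE-Glo.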
Eya2 phos inh: Eya2 (human) phosphatase inhibition; hit rate 0.006% among 330,000; O00167; recombinant Eya2, OMFP fluorescence dephosphorylation (OMFP is methylfluorescein phosphate); Potency, µM (series often up to 76.9 µM), without a hit: at the top dose activity, negative = inhibition, most hits filed as inhibitors; AID 488837; further: potency means the concentration at half of the fitted maximal effect; on the % scale 0 is the no-effect control and ±100 the full control effect
Target sequence (O00167 whole entry, looked up): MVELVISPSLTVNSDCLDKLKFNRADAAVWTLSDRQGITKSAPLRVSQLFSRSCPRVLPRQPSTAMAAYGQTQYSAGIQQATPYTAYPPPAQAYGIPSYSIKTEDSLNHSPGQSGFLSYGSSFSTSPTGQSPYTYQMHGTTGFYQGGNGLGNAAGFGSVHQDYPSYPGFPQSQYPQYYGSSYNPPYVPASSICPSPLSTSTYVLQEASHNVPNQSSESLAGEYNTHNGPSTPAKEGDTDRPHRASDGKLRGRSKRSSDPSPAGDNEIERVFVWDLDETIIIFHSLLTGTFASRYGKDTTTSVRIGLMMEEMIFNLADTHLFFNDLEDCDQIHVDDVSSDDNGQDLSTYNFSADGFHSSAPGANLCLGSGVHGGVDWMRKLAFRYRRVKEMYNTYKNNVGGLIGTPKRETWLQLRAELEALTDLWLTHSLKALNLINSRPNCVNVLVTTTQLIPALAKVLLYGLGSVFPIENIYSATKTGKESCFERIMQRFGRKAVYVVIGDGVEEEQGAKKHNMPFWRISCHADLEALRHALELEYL
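Eya2 protein (added as 0.2 uM solution) was preincubated with compound for 10 min at ambient temperature in 50 mM HEPES pH 7.5, 50 mM NaCl, 5 uM MgCl2, 0.05% BSA, 1 mM DTT. OMFP (added at 50 uM) then reacted 10 min; fluorescence read at 485/525 nm.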
Mito fusion act: mitochondrial division inhibition or fusion activation; S. cerevisiae fusion-defective mutant growth rescue, CellTiterGlo 48 h; Potency, µM (doses to about 46.1 µM), for inactives: at the top dose growth rescue (activation), most hits filed as activators; hit rate 0.23% among 320,000; AID 485298;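 further: potency means the concentration at half of the fitted maximal effect; % of control where 0% means no effect; nearly all actives have a fitted effect of over 45% in size; temperature-sensitive fusion mutants such as fzo1-1 at 37 °C on non-fermentable ethanol glycerol medium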
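Yeast fusion mutant, YPEG (non-fermentable carbon), compound, 48 h at 37C non-permissive; CellTiterGlo added, 10 min RT, luminescence read. Rescued growth = division inhibition.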
TCR act: activates T cell receptor signaling | primary human leukocytes, anti-CD3, IL-2 HTRF, 48 h | Potency, µM (titrated, usually from 9.22 µM), without a hit: at the top dose activation of IL-2 secretion, usual class: activators | 330,000 tested, under 10 active; further: % of control where 0% means no effect
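Readout: HTRF IL-2, Eu-cryptate/d2 antibody pair, 320nm excitation, 665nm emission. Stimulus: a-CD3 beads, no co-stimulation. Cells: primary human leukocytes. Exposure: 48 hr with compound.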
KCNH2 3.1 block: blocks the human KCNH2 3.1 channel isoform; AID 720553; activity change, % (tested at about 1.8 µM); U2OS KCNH2 3.1, thallium flux FluxOr; active compounds read low; hit rate 0.95% among 340,000;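 active means maximum activity change below -70%; inconclusive means maximum activity change from -70% to -50%; inactive means maximum activity change above -50%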;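 further: thallium influx rate constant from kinetic fluorescence after stimulation buffer; on the % scale 0 is the no-effect control and ±100 the full control effect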
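Normalized rate constant (relative to positive and negative DMSO controls) derived from a 2 min kinetic fluorescence read after stimulation; U2OS cells expressing the 3.1 isoform via virus at 1.77 x 10^8 /mL.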
TSHR antagonist: antagonists of human thyroid stimulating hormone receptor | TSHR-expressing cells, TSH-stimulated cAMP HTRF, 2 h; active compounds read low | activity change, negative = inhibition, % at 11.5 µM | hit rate 0.2% among 330,000;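 active means activity change below a set negative limit, meaning inhibition stronger than a set level, cut at about -70% in these data; inconclusive means activity change between two set negative limits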; further: on the % scale 0 is the no-effect control and ±100 the full control effect
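Freshly harvested TSHR cells receive pin-tooled compound, then EC80 TSH at 4nM final. After 2 hours at 37 deg C, antibody in lysis buffer and cAMP-d2 are added; 30 minutes at ambient temperature precede the HTRF read.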
TRPV1 ag: agonists of human vanilloid receptor 1 (TRPV1); Q8NER1; TRPV1-expressing cells, Fluo-8 calcium influx, agonist mode; activation, % at 8.33 µM; hit rate 0.19% among 320,000; AID 540275; in the data active means activation above about 80%; inconclusive means between about 30% and that limit; further: 0% is about no effect
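TRPV1-expressing cells were cultured overnight at 35.5C and loaded with Fluo-8 calcium dye for 40 to 90 min at room temperature. After a 10 s baseline, compound was added and calcium influx was read kinetically for 3 min (ex 480/em 520 nm).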
AT treatment: candidate therapy for ataxia-telangiectasia; AID 485349; hit rate 0.19% among 320,000; […] A-T fibroblasts, KAP-1 phosphorylation AlphaLISA; neocarzinostatin DNA damage 30 min before lysis; Potency, µM (titrated, usually from 57.5 µM), for the others: at the highest dose activation, usual class: activators; further: potency means the concentration at half of the fitted maximal effect; % of control where 0% means no effect; nearly all actives have a fitted effect of over 45% in size
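ATM-like activity read as KAP-1 phosphorylation via AlphaLISA donor/acceptor antibody pairs after lysis and 6 hr at 25C. Cells were ATM-null patient fibroblasts ([…], hTERT), dosed 60 min, then exposed to the DSB inducer NCS for 30 min.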
The depositor's hits bear a star; ? = inconclusive; / = no result given; [ ] = another dose, or the depositor's remark. Unless noted, the call rests on the fitted dose curve; in most records, active means well fitted curve in the direction sought with a large enough effect; inconclusive means small, poorly fitted or top-dose-only effect, or another doubt; inactive means no such curve, though single readings can be large; an effect the other way counts as inactive or inconclusive. An excerpt; count on the stated rates, not on these rows.

SMILES	USP2a block	KCNH2 WT inh	ELG1 repair inh	Eya2 phos inh	Mito fusion act	TCR act	KCNH2 3.1 block	TSHR antagonist	TRPV1 ag	AT treatment
COC(=O)[C@H](CCSC)NC(=O)Nc1cccc(Br)c1	5%	2	-8%	17%	2%	7%	2	1	4	-7%
CCOC(=O)C1(Cc2cccc(Cl)c2)CCCN(C(=O)c2cc(C)[nH]n2)C1 (stereo not drawn)	1%	-1	0%	9%	2%	-3%	-2	7	2	8%
COc1ccc(NC(=O)C2CCCN2S(=O)(=O)c2ccc3c(c2)CCC(=O)N3)c(OC)c1 (stereo not drawn)	0%	1	-9%	9%	-3%	-4%	-1	12	1	6%
Cc1cccc(Nc2ncc3c(n2)CC(C)CC3=O)c1 (stereo not drawn)	1%	-1	?	11%	10%	0%	-6	-5	17	8%
O=S(=O)(Nc1ccc(Cl)cc1)c1ccc(N2CCOCC2)c(NC(=S)NCCN2CCOCC2)c1	-4%	1	-17%	6%	1%	-2%	11	10	-2	0%
CN(Cc1ccccc1)S(=O)(=O)c1ccc(Cl)c(C(=O)NCCCN2CCOCC2)c1	1%	3	29%	27%	0%	-3%	-7	18	26	-14%
CC(=O)N1CCCC1(C(=O)O)c1ccccc1 (stereo not drawn)	2%	6	7%	3%	0%	13%	25	-1	4	-1%
CC1(C)C(=O)Nc2ccccc2N1C(=O)COc1ccccc1C#N	2%	-1	-1%	0%	/	-7%[46.1 µM]	-3	-9	/	1%
O=c1oc2ccccc2n1Cc1ccccc1	-1%	-10	7%	-3%	4%	1%	3	2	11	1%
CC(C)(C)C(=O)Nc1c2c(nc3c1CCC3)CCCC2	?	0	10%	1%	1%	-1%	-1	-13	2	-2%
COC(=O)N/N=C/c1cc(Br)ccc1O	-1%	-9	8%	-1%	-3%	-3%	-2	2	5	-1%
O=C(Cn1cc(C(F)(F)F)ccc1=O)N/N=C/c1ccccc1	10%	1	12%	22%	-2%	8%	4	-2	1	2%
Nc1ccc(N2CCOCC2)cc1C(F)(F)F	3%	1	18%	0%	8%	-1%	3	-9	1	7%
CCc1cccc2c(C(=O)COC(=O)c3ccc([N+](=O)[O-])s3)c[nH]c12	1%	8	-2%	-5%	-19%	15%[46.1 µM]	-3	-13	1	10%
Cc1cccc(-n2ncc(C(=O)NC3CCCC3)c2C2CCN(C(=O)OC(C)(C)C)CC2)c1	-17%	1	-14%	-10%	-11%	15%	2	-1	?	1%
C/C(Cn1nnc([N+](=O)[O-])n1)=N\NC(=O)c1ccccc1O	3%	-8	?	2%	-10%	4%	-11	25	?	-2%
O=C(Nn1c(O)c(C=C2N=c3ccccc3=N2)sc1=S)c1ccccc1	0%	-14	0%	-11%	10%	5%	7	48	1	-4%
CCNC(=O)NC(=O)C(C)OC(=O)[C@H](C)NS(=O)(=O)c1c(C)c(C)cc(C)c1C (stereo partly drawn)	7%	13	17%	-5%	6%	3%	6	3	1	-6%
Cn1cc(/C=C(\NC(=O)c2ccccc2)C(=O)NCCN2CCOCC2)c2ccccc21	0%	-4	1%	13%	-1%	3%	7	-1	0	-3%
N#Cc1ccc(-c2cccs2)nc1SCc1cccnc1	0%	-2	24%	-4%	1%	-1%	0	12	8	38%
Nc1nnnn1/N=C/c1ccccc1OCc1ccc(Cl)cc1	4%	-17	14%	-10%	10%	3%[46.1 µM]	-10	-14	15	/
Cc1cc(C)c(OCC(=O)N2CCN(c3ncc(C(F)(F)F)cc3Cl)CC2)c(C)c1	-5%	-18	-10%	-20%	-8%	4%	-6	5	5	9%
CC1CCCC(NC(=O)CSC2=Nc3ccccc3C3CC=NN23)C1C (stereo not drawn)	-5%	-4	16%	-11%	14%	3%	13	16	12	-21%
COCCn1c(=NC(=O)c2ccc3c(c2)OCO3)c(C#N)cc2c(=O)n3cccc(C)c3nc21	-5%	/	-2%	3%	2%	/	/	-7	-2	3%

A different layout for some results above.
SMILES | USP2a block | KCNH2 WT inh | ELG1 repair inh | Eya2 phos inh | Mito fusion act | TCR act | KCNH2 3.1 block | TSHR antagonist | TRPV1 ag | AT treatment
C/C(Cn1nnc([N+](=O)[O-])n1)=N\NC(=O)c1ccccc1O | 3% | -8 | ? | 2% | -10% | 4% | -11 | 25 | ? | -2%
O=C(Nn1c(O)c(C=C2N=c3ccccc3=N2)sc1=S)c1ccccc1 | 0% | -14 | 0% | -11% | 10% | 5% | 7 | 48 | 1 | -4%
CCNC(=O)NC(=O)C(C)OC(=O)[C@H](C)NS(=O)(=O)c1c(C)c(C)cc(C)c1C (stereo partly drawn) | 7% | 13 | 17% | -5% | 6% | 3% | 6 | 3 | 1 | -6%
Cn1cc(/C=C(\NC(=O)c2ccccc2)C(=O)NCCN2CCOCC2)c2ccccc21 | 0% | -4 | 1% | 13% | -1% | 3% | 7 | -1 | 0 | -3%
N#Cc1ccc(-c2cccs2)nc1SCc1cccnc1 | 0% | -2 | 24% | -4% | 1% | -1% | 0 | 12 | 8 | 38%
Nc1nnnn1/N=C/c1ccccc1OCc1ccc(Cl)cc1 | 4% | -17 | 14% | -10% | 10% | 3%[46.1 µM] | -10 | -14 | 15 | /

Next part
SMILES	USP2a block	KCNH2 WT inh	ELG1 repair inh	Eya2 phos inh	Mito fusion act	TCR act	KCNH2 3.1 block	TSHR antagonist	TRPV1 ag	AT treatment
COc1ccc(N(CC(=O)NCCC2=CCCCC2)S(=O)(=O)c2c(C)[nH]c(=O)[nH]c2=O)cc1	0%	-6	-4%	3%	4%	5%	-12	-22	/	46%
CC1N(C)c2cc(NC(=O)c3cccs3)c(P(=O)(Nc3ccc([N+](=O)[O-])cc3)N3CCOCC3)cc2C1(C)C (stereo not drawn)	-2%	-41	18µM*	5%	-4%	/	?	-8	10	0%
CCN(CC)S(=O)(=O)c1ccc(C(=O)OCC(=O)NC2CCCC2)cc1	0%	-5	-3%	-24%	25%	-4%	6	-8	16	12%
COC(=O)c1nn(-c2cccc(C(F)(F)F)c2)c(=O)cc1Sc1ccccn1	-2%	3	22%	1%	11%	1%	-1	-1	?	3%
O=C(O)Cn1cc(/C=C2\SC(=O)N(c3ccccc3)C2=O)c2ccccc21	-3%	0	?	-15%	1%	-3%	14	5	0	1%
CCOc1ccc(-n2cnnn2)cc1S(=O)(=O)NCCc1ccc(OC)c(OC)c1	1%	-12	17%	3%	-2%	8%	-13	-3	0	-2%
COc1cccc(-c2cc(C(=O)NCCCn3ccnc3)no2)c1	0%	13	?	14%	-3%	11%	-13	2	-1	-4%
CC(CCc1ccco1)NC(=O)Cn1nc(Cc2ccncc2)c2ccccc2c1=O (stereo not drawn)	3%	5	-29%	-11%	4%	-3%	-24	-5	2	6%
CCN(CC)S(=O)(=O)c1ccc(C)c(NC(=O)COC(=O)[C@@H]2CCCN2C(=O)c2cccs2)c1	-1%	/	-5%	-3%	1%	-2%	0	6	4	11%
O=C(Cc1cn(Cc2cccc(Cl)c2)c2ccccc12)N1CCCC1	-1%	19	-3%	-13%	27%	-2%[46.1 µM]	-6	-3	24	6%
CC(C)CCNC(=O)CN(Cc1ccccc1Cl)C(=O)CCC(=O)Nc1ccccn1	-2%	-1	3%	-6%	0%	15%	-6	-7	24	10%
COC(=O)CN1C(=O)S/C(=C/c2cc(C)n(C)c2C)C1=O	4%	-14	?	0%	5%	0%	13	7	5	-6%
O=C(N/N=C/c1sc2ccccc2c1O)c1ccccc1	13%	-3	?	4%	-11%	1%[46.1 µM]	0	-9	25	-5%
CSc1nnc(-c2nnc(SC)n2-c2ccccc2)n1-c1ccccc1	3%	8	17%	11%	1%	4%	7	10	7	-7%
COc1cccc(NC(=O)CCN2C(=O)c3ccc([N+](=O)[O-])cc3C2=O)c1	-4%	-2	8%	-16%	4%	3%	-5	-5	5	-2%
O=C(NCc1ccc(Cl)cc1Cl)C(=O)N1CCCCC1	1%	5	11%	24%	-2%	/	1	3	18	2%
COc1cc(OC)cc(C(=O)N[C@H](C(=O)OCC(=O)N2CCc3ccccc32)C(C)C)c1	5%	3	-17%	1%	3%	-4%	10	0	3	-1%
COCCN(C(=O)/C=C/c1ccccc1)c1c(N)n(Cc2ccccc2)c(=O)[nH]c1=O	2%	-16	-7%	1%	-2%	4%	3	0	2	-1%
O=C(O)[C@H]1CCCC[C@H]1C(=O)NCCc1ccccc1	2%	-10	1%	6%	0%	/	5	-8	-1	2%
